# Bioassay records as filed in PubChem.
# Dicer processing = inhibitors of human Dicer processing of pre-microRNA; Q9UPY3; cat-ELCCA pre-miR-21 Dicer processing, chemiluminescence; stronger effect = higher value; z-score at 25 µM; 47,000 tested, 6% active; AID 1347074; in the data active = z-score above about 3, passing the limit was not always enough;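 also: plate controls were vehicle for no effect and no enzyme for full effect; higher signal means more uncleaved substrate so more Dicer inhibition; strong numbers were not always called active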
# * marks the source's active call; other numbers are inactive results.
mol	Dicer processing
COC(=O)c1ccc(Cl)c2c1C1C=CCC1C(c1cccnc1)N2 (configuration not stated)	-0.44
CCCOC(=O)C1=C(C)NC2=C(C(=O)CC(C)(C)C2)C1c1ccc(Cl)cc1 (configuration not stated)	0.91
CN(C)c1cc(C(F)(F)F)cnc1/C(N)=N/O	1.5
O=S(=O)(c1cccc(C(F)(F)F)c1)n1nc(C(F)(F)F)c2cnccc21	-2
C=CCOc1ccc2oc(-c3ccc(OC)cc3)cc(=O)c2c1	1
CCSC1=N/C(=C\c2cc3c(cc2Br)OCO3)C(=O)S1	0.26
CCOc1ccc(C2c3c(oc4ccccc4c3=O)C(=O)N2c2nnc(C)s2)cc1OCC (configuration not stated)	-0.46
O=C(O)CCC(=O)Nc1ccc2c(c1)OCCCO2	0.23
CCOc1ccc(/C(O)=C2/C(=O)C(=O)N(CC3CCCO3)C23C(=O)N(CC)c2ccccc23)cc1 (configuration not stated)	-1.2
COC(=O)c1c(C)oc(C)c1S(=O)(=O)N1CCCc2ccccc21	-0.96
Cc1cccc(C)c1NC(=S)NNC(=O)c1ccccc1Cl	0.4
COc1ccccc1OCCN1CCN(C)CC1	4.8*
CCN(CC)CCC1S(=O)(=O)CC(c2ccccc2)CS1(=O)=O (configuration not stated)	0.93
Cc1cccc(C)c1OCC(O)Cn1cnc2ccccc21 (configuration not stated)	0.99
Cn1c(-c2ccccc2)cccc1=O	3.8*
Cn1c(=O)c2c(ncn2Cc2ccc(F)cc2)n(C)c1=O	-0.15
O=C(Cc1cccc2ccccc12)OCC(=O)c1ccc(Br)cc1	-0.01
NC(=O)c1nn(-c2ccccc2)c(=O)cc1O	-0.41
COc1ccc(CNCc2ccccc2OC)cc1Br	0.97
N#CC1=C2N=C(N)c3ccccc3N2C2=C(C(=O)CCC2)C1c1ccc(F)cc1 (configuration not stated)	0.21
CN1CCN(c2c3c(nc4ccccc24)-c2ccccc2CC3)CC1	-0.3
CCOC(=O)c1c(S(=O)(=O)Nc2ccc(Cl)cc2)c(-c2ccccc2)n(-c2ccccc2)c1C	-0.32
CC(C)(C)c1ccc(-c2[nH]nc(NS(=O)(=O)c3ccccc3)c2Br)cc1	-4.6
O=[N+]([O-])c1ccc(CSc2cccs2)cc1	-2.7
COC(=O)C1C2C=CC3(CN(c4ccc(Cl)cc4)C(=O)C13)O2 (configuration not stated)	-0.73
O=c1c(Cc2ccccc2)c(O)c2cccc3c2n1CCC3	-1
COc1cc(C2C3=C(Nc4c2c(=O)n(C)c(=O)n4C)c2ccccc2C3=O)ccc1OC(C)=O (configuration not stated)	-0.99
Cc1cc(Cl)ccc1OCC1NCCS1 (configuration not stated)	-1.2
Cc1nc(-c2ccc(C(F)(F)F)cc2)nc(OC(=O)N(C)C)c1Oc1ccc(Cl)cc1Cl	-0.5
O=C(CSc1n[nH]c(=O)n1-c1ccc(OCc2ccccc2)cc1)c1ccccc1	-1

mol	Dicer processing
CC(=O)/C(C=Nc1c(F)cccc1Cl)=C(\C)O	-0.56
O=C1CC(C(=O)Nc2cccc(Cl)c2)n2ncnc2N1 (configuration not stated)	-0.83
COc1ccc(Nc2nc(-c3cccnc3)cs2)cc1	1.6
C#CCSc1nc(CCC)c(CC=C)c(=O)[nH]1	7.9
COC(=O)C1=C(C(=O)c2ccc(C)cc2)C(c2ccc(OC)cc2OC)n2nnnc2N1 (configuration not stated)	0.31
O=C(O)CN1C(=O)CC(Cc2ccc(Br)cc2)C1=O (configuration not stated)	2.5
O=C(N1CCN(c2ccccc2)CC1)N1c2ccccc2Sc2ccccc21	1.3
CC1CC(NC(=S)NCc2csc3ccccc23)CC(C)(C)C1 (configuration not stated)	-1
Cc1cc(C)n(CC(=O)Nc2ccc(Br)cc2)c(=O)n1	-0.05
COc1ccc(-c2[nH]c(SCc3ccccc3)nc(=S)c2C#N)cc1	0.83
N/C(CS(=O)(=O)c1ccccc1)=N\O	-3
COc1ccc(NC(=S)N2CCCC(c3ccccc3)=N2)cc1	1.6
CSc1sc(C(=O)Nc2cccc(C(F)(F)F)c2)c2c1S(=O)(=O)N(C)c1ccccc1-2	0.14
CN(C)c1ccc(/C=C/C2=Nc3ccccc3C2(C)C)cc1	-1.1
N#C/C(=C\N(CCS(=O)(=O)c1ccc(Cl)cc1)Cc1cccs1)S(=O)(=O)c1cccs1	-0.13
Cc1ccc(/C(O)=C2/C(=O)C(=O)N(CCN3CCOCC3)C23C(=O)N(C)c2ccccc23)cc1F (configuration not stated)	4.2*
CCOC(=O)c1noc(C)c1-c1csc(-c2ccccc2)n1	0.61
CSC1=N/C(=C\c2ccc(Br)cc2)C(=O)S1	0.18
Cc1ccccc1C1C2=C(Nc3c1c(=O)[nH]c(=O)n3C)c1ccccc1C2=O (configuration not stated)	-1.7
C=CCN1C(=O)C2(/C(=C(/O)c3ccc(C)c(F)c3)C(=O)C(=O)N2CCOC)c2ccccc21 (configuration not stated)	-0.51
O=C1/C(=C\c2ccccc2)Sc2ccccc21	1.4
O=C(O)CCc1nc2ccccc2[nH]c1=O	-2.6
CC1c2ccsc2CCN1C(=O)NC(=O)c1ccc(Cl)cc1 (configuration not stated)	-0.02
CCOC(=O)CN1C(=O)C(O)(c2c(C)[nH]c3ccccc23)c2ccccc21 (configuration not stated)	0.8
CCOC(=O)CN1C(=O)CC(c2cc(OC)c(OC)c(OC)c2)CC1=O	2.1
COc1ccc(C2CC(c3ccc(Br)cc3)=NN2C(=O)CSc2nncn2C)cc1 (configuration not stated)	-1.5
O=C(CN1C(=O)c2ccccc2S1(=O)=O)NCCSCc1cccc(Cl)c1	-0.32
CSc1nnc2c(n1)OC(c1ccc(C(=O)O)cc1)Nc1ccc(Br)cc1-2 (configuration not stated)	0.21
COc1ccc(CCN2C(=O)CC(Sc3ncccc3C(=O)O)C2=O)cc1OC (configuration not stated)	-0.92
Cc1nc(NC2=NCN(CCc3ccccc3)CN2)nc2c(C)cccc12	-0.03

# Sorted by molecular weight (ascending): some entries from above.
mol	Dicer processing
CN(C)c1ccc(/C=C/C2=Nc3ccccc3C2(C)C)cc1	-1.1
COC(=O)C1=C(C(=O)c2ccc(C)cc2)C(c2ccc(OC)cc2OC)n2nnnc2N1 (configuration not stated)	0.31
N#C/C(=C\N(CCS(=O)(=O)c1ccc(Cl)cc1)Cc1cccs1)S(=O)(=O)c1cccs1	-0.13

# Next section.
mol	Dicer processing
O=C(OCc1ccco1)c1sc2sccc2c1Cl	-0.4
Cc1cn(COCCO)c(=O)[nH]c1=O	2.5
O=C(NNC(=O)c1cccc2ccccc12)c1ccc2nsnc2c1	-0.51
Cc1nn(-c2ccccc2)c(C)c1CCC(=O)O	0.41
COc1ccc(CN2CCN(Cc3ccc4c(c3)OCO4)CC2)c(OC)c1	0.19
CCC(=O)Nc1sc(C(=O)OC)c(C)c1C(=O)OC	-0.34
COc1ccc(-c2cn(C(=O)c3ccc(Cl)cc3)nc2C)cc1	-0.92
Cn1c(SCc2cccc(-c3noc(-c4ccc(Cl)cc4)n3)c2)nnc1C(F)(F)F	-1.6
COc1cc(NS(C)(=O)=O)c(OC)cc1Cl	0.32
Cc1cccc(-c2nc3sc(C)cc3c(=O)o2)c1	0.64
CCOC(=O)C(NC(=O)c1cccc(Cl)c1)(Nc1ccccc1C)C(F)(F)F (configuration not stated)	1.1
COc1ccc(CCN2C(=O)CSC2=Nc2ccc(C)cc2C)cc1OC	1.8
C=CCSc1n[nH]c(-c2ccccc2)n1	0.61
Cc1ccc(Nc2nc3ccccc3s2)cc1Cl	0.74
CCOC(=O)c1cc2c(N)c(C(=O)OCC)sc2nc1C(F)(F)F	-0.26
CCOC(=O)C1=C(O)CCN(C)C1	14*
CCOC(=O)C1=C(C)NC2=C(C(=O)CC(C)(C)C2)C1c1ccc(C(=O)OC)cc1 (configuration not stated)	-0.68
COc1ccc(C2CC(=O)C3=C(C2)NC(C)=C(C(=O)OC2CCCC2)C3c2cccc(O)c2)cc1 (configuration not stated)	0.15
O=C1OCCC1Sc1nnc(-c2ccccc2Cl)o1 (configuration not stated)	0.93
CC(Nc1ccccn1)C(=O)N1CCN(Cc2ccccc2)CC1 (configuration not stated)	-0.12
CC(=O)N1CCc2cc3nc(C)cc(C)c3cc21	1.1
CCN1C(=O)C(O)(CC(=O)c2cccc3ccccc23)c2ccccc21 (configuration not stated)	1.2
CC(C)(C)C(Cc1ccccc1)C(=O)O (configuration not stated)	-0.13
C#CCSc1nnnn1-c1c(C)cc(C)cc1C	-2.3
O=[N+]([O-])c1ccc(N/N=C/c2ccccc2OC(F)(F)F)nc1	1.5
Cc1ccc(NC(=O)/C=C/C(=O)Nc2ccc(C)c(Cl)c2)cc1Cl	0.84
C=CCn1c(=S)sc2c(=O)[nH]cnc21	-0.26
COc1cc(C2/C(=C(\O)c3ccccc3)C(=O)C(=O)N2CCN(C)C)ccc1O (configuration not stated)	-0.95
CC1=C(C(=O)OC(C)C)C(c2ccc(Br)cc2)C2=C(CCCC2=O)N1 (configuration not stated)	-0.82
ONC(=Nc1ccccc1)c1cccc(Cl)c1	-1.7

# Shown with each value named: 4 of the compounds above.
CCC(=O)Nc1sc(C(=O)OC)c(C)c1C(=O)OC
  Dicer processing = -0.34
CCOC(=O)C(NC(=O)c1cccc(Cl)c1)(Nc1ccccc1C)C(F)(F)F (configuration not stated)
  Dicer processing = 1.1
CC(=O)N1CCc2cc3nc(C)cc(C)c3cc21
  Dicer processing = 1.1
Cn1c(SCc2cccc(-c3noc(-c4ccc(Cl)cc4)n3)c2)nnc1C(F)(F)F
  Dicer processing = -1.6

# Further records follow:
mol	Dicer processing
C/C(=C1\N=C(c2ccccc2)OC1=O)N(C)C	0.93
O=c1[nH]c(CN2CCOCC2)nc2ccccc12	6.9*
Cc1onc(-c2c(Cl)cccc2Cl)c1C(=O)Nc1ccccc1[N+](=O)[O-]	-2.2
O=C(/C=C/Sc1nc2cc(Cl)ccc2s1)c1ccccc1	1.3
Oc1ccccc1-c1ccnc2cc(-c3ccc(Cl)cc3)nn12	3.3*
CCOC(=O)N1CCN(S(=O)(=O)c2ccc(-c3cc(C(F)(F)F)on3)s2)CC1	-0.57
COC(=O)CSC1=C(C#N)C(=O)NC(/C=C/c2ccccc2)S1 (configuration not stated)	1.2
O=C(NC1CCCCC1)NN1CC(=O)N(c2ccc(Cl)cc2)CC1=O	1.4
COc1ccc(-c2nc3n(c(=O)c2C#N)CCS3)cc1	-2
Cc1cc(C)n2nc3c(c(C)cc(C)[n+]3-c3ccccc3)c2n1	-3.4
O=C(Nn1cnnc1)c1c(F)cccc1F	-0.3
CN1CCN(c2nc3c(c(=O)n(C)c(=O)n3C)n2Cc2c(F)cccc2Cl)CC1	0.87
CN(C)C(=S)Nc1ccc(F)cc1F	7.7
CN(C)c1ccc(C2CC(=O)c3ccccc3N2)cc1 (configuration not stated)	2.4
Cn1c(=O)c2c(nc(CN3CCCCC3)n2CC(=O)C(C)(C)C)n(C)c1=O	1.6
COc1ccc(S(=O)(=O)N2CCCCC2c2cccnc2)cc1 (configuration not stated)	1.2
O=S(=O)(c1cccc(C(F)(F)F)c1)N(Cc1ccc2c(c1)OCO2)c1ccc(F)cc1	-1.5
Cn1c(SCC(=O)c2ccc(Cl)cc2)nnc1C(F)(F)F	-0.22
O=C(NC(=S)NN1CCOCC1)c1ccc(Oc2ccc(Cl)cc2)c([N+](=O)[O-])c1	3
Cc1nc2nc(-c3ccccc3)cc(=O)n2[nH]1	-0.86
COC(=O)c1cnc(NNC(=O)c2ccc([N+](=O)[O-])cc2)nc1C(F)(F)F	1.1
CCOc1cc(OCC)c(/C=N/O)c(OCC)c1	-0.67
Cc1ccc2[nH]c(=O)c(-c3noc(-c4ccccc4)n3)cc2c1	12
COc1ccc(C(O)Cc2nc3ccccc3n2C)cc1OC (configuration not stated)	-1.2
CCOC(=O)C1=C(C)N(C)C(=O)NC1c1ccccc1Cl (configuration not stated)	0.16
COc1ccc(C(C[N+](=O)[O-])Sc2ccc(N)cc2)cc1 (configuration not stated)	-3.9
O=C(O)CCSC1CC(=O)N(c2ccc(OC(F)(F)F)cc2)C1=O (configuration not stated)	1.5
N#Cc1c(-c2cccnc2)[nH]c(=S)[nH]c1=O	-0.38
CC1c2ccsc2CCN1S(=O)(=O)c1cccs1 (configuration not stated)	-0.49
CNC1(c2nnnn2CCOC(=O)Nc2ccc(Cl)cc2)CCCC1	0.9

mol	Dicer processing
CN(C)c1cc(-c2ccc(Cl)c(Cl)c2)oc(=O)c1Cl	-0.53
N#C/C(=C\Nc1ccc(Cl)cn1)S(=O)(=O)c1ccccc1	3.2*
Cn1c(=O)c2c(nc(NCCO)n2Cc2cccc3ccccc23)n(C)c1=O	3.1*
COc1ccccc1NC(=O)Nc1sccc1-c1nc2ccccc2s1	7.1
CSC(SC)=C(C#N)C(=O)c1ccoc1C	0.84
O=[N+]([O-])c1ccc(-c2ncc3ccccn23)cc1	-0.17
COc1ccc(/C(O)=C2\C(=O)C(=O)N(CCN(C)C)C2c2ccc(C)cc2)cc1 (configuration not stated)	1.2
O=C1c2ccccc2-c2nc3cc(C(F)(F)F)ccc3nc21	-1.7
Clc1ccc(-c2ccnc3nncn23)cc1	-0.76
Cc1cc(N=CN(C)C)c2ccccc2n1	-1.7

# A different layout for part of the listing above:
Clc1ccc(-c2ccnc3nncn23)cc1
  Dicer processing = -0.76
COc1ccccc1NC(=O)Nc1sccc1-c1nc2ccccc2s1
  Dicer processing = 7.1

# An excerpt. The share of hits here may be higher or lower than overall.
